From PubChem
SKBR3 24h inh: SK-BR-3 proliferation inhibitors. SK-BR-3 viability, CellTiter-Glo ATP luminescence, 24 h; stronger effect = lower value. viability, % at 10 µM. 0.47% of 41,000 active. AID 847;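 active means viability at or below the median of all test compounds minus 3 SD, in both replicates if run twice, cut at about 45% in these data; inconclusive means duplicate replicates that disagree with each other; inactive means viability above that cutoff in every replicate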;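 further: 100% = median untreated cell wells and 0% = median positive control drug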
* marks the source's active call; other numbers are inactive results; u = inconclusive.

> COc1cccc(C2=CC(c3ccc(C)cc3)n3ncnc3N2)c1 (configuration not stated)
  SKBR3 24h inh: 81

> O=S(=O)(NC1CC1)c1cccc(S(=O)(=O)N2CCCC2)c1
  SKBR3 24h inh: 104

> CCn1cc(C(=O)OCc2cccc(Br)c2)c(=O)c2ccc(C)nc21
  SKBR3 24h inh: 72

> CCOC(=O)N1CCN(S(=O)(=O)c2cc(Br)cc3c2N(C(=O)C2CC2)CC3)CC1
  SKBR3 24h inh: 89

> COc1ccc(S(=O)(=O)N2CCC(C(=O)Nc3ccccc3C)CC2)c2cccnc12
  SKBR3 24h inh: 88

> CC(=NCc1ccco1)c1c(O)n(C2CCCCC2)c(=O)[nH]c1=O
  SKBR3 24h inh: 99

> Cn1nc(C(=O)NCC2CCCO2)c2ccccc2c1=O (configuration not stated)
  SKBR3 24h inh: 87

> CN(C)S(=O)(=O)N(CC(=O)Nc1ccccc1C(F)(F)F)c1ccccc1
  SKBR3 24h inh: 117

> CCOC(=O)N1CCN(C(=O)CN(c2cccc(C)c2)S(=O)(=O)c2ccccc2)CC1
  SKBR3 24h inh: 86

> O=C(O)C1Cc2c([nH]c3ccccc23)C(c2ccc3c(c2)OCO3)N1 (configuration not stated)
  SKBR3 24h inh: 119

> CN(C)c1cccc2c(S(=O)(=O)Nc3ccccn3)cccc12
  SKBR3 24h inh: 130

> CCN(CCCNC(=O)C1CCCN(S(=O)(=O)CC)C1)c1cccc(C)c1 (configuration not stated)
  SKBR3 24h inh: 63

> CC(=O)CC1OC(=O)C(Br)=C1NCc1ccccc1 (configuration not stated)
  SKBR3 24h inh: 145

> COc1ccccc1-c1nnc(SCC(=O)OC(C)C)o1
  SKBR3 24h inh: 95

> O=C(c1cc2n(n1)C(C(F)(F)F)CC(c1ccco1)N2)N1CCN(c2ccccn2)CC1 (configuration not stated)
  SKBR3 24h inh: 119

> O=C(Nc1ccc(C(=O)N2CCCC2)cc1)c1ccccc1F
  SKBR3 24h inh: 91

> COc1ccc(OCc2cccc(C(=O)N3CCCC3)c2)cc1
  SKBR3 24h inh: 78

> CC(=O)c1cccc(NC(=O)c2ccco2)c1
  SKBR3 24h inh: 92

> COc1ccc(N(CC(=O)NCCSc2ccccn2)S(C)(=O)=O)cc1Cl
  SKBR3 24h inh: 77

> CCOC(=O)CSC1=C(C#N)C(c2ccc(OC)cc2)C2=C(CC(C)(C)CC2=O)N1 (configuration not stated)
  SKBR3 24h inh: 67

> CCOC(=O)c1c(NC(=O)Cc2cccs2)sc2c1CCCC2
  SKBR3 24h inh: 95

> COc1ccc(N(CC(=O)NCc2ccco2)S(C)(=O)=O)cc1
  SKBR3 24h inh: 123

> O=C(CCC(=O)N(CC(=O)NC1CCCCC1)c1ccc2c(c1)OCO2)Nc1ccccn1
  SKBR3 24h inh: 100

> COc1cc(CC(=O)Nc2sccc2C(N)=O)cc(OC)c1OC
  SKBR3 24h inh: 89

> COc1ccc(/C(O)=C2\C(=O)C(=O)N(CCN3CCOCC3)C2c2ccccc2OC)cc1 (configuration not stated)
  SKBR3 24h inh: 83

> COc1cccc(Nc2nc(N)nc(C(F)(F)F)n2)c1
  SKBR3 24h inh: 80

> O=C(O)Cc1ccc(-c2ccccc2)cc1
  SKBR3 24h inh: 84

> Cc1cc(N2CCOCC2)nc(NCc2ccccc2)n1
  SKBR3 24h inh: 84

> CCS(=O)(=O)c1ccc(NC(=O)c2ccccc2Cl)c(O)c1
  SKBR3 24h inh: 95

> N=c1n(CCO)c2ccccc2n1CCOc1ccccc1
  SKBR3 24h inh: 105

> CC(C)c1ccc2oc(=O)cc(CN3CCN(c4ccccc4)CC3)c2c1
  SKBR3 24h inh: 78

> CC(C)C(=O)Nc1cc(C(F)(F)F)ccc1N1CCOCC1
  SKBR3 24h inh: 94

> COc1ccc(-c2nc(C3CCCCC3)no2)cc1OC
  SKBR3 24h inh: 79

> Cc1ccccc1NC(=O)C1CCCN1C(=O)NC1CCCCC1 (configuration not stated)
  SKBR3 24h inh: 91

> CCCc1nc2scc(-c3ccccc3)c2c(=O)n1N
  SKBR3 24h inh: 87

> Cc1cc(Nc2ccccc2)nc(-c2ccccc2O)n1
  SKBR3 24h inh: 99

> COc1cc(S(=O)(=O)NCCN2CCOCC2)c(OC)cc1Cl
  SKBR3 24h inh: 89

> CCOC(=O)c1sc2nc(N3CCCC3)c3c(c2c1N)CC(C)(C)OC3
  SKBR3 24h inh: 79

> COc1ccc(/C(O)=C2/C(=O)C(=O)N(CC3CCCO3)C2c2cccc(OC)c2)cc1 (configuration not stated)
  SKBR3 24h inh: 92

> CCc1nnc(NC(=O)c2ccc(S(=O)(=O)N3CCN(Cc4ccccc4)CC3)cc2)s1
  SKBR3 24h inh: 73

> Cc1noc(C)c1CSc1nc2[nH]ncc2c(=O)n1-c1ccccc1
  SKBR3 24h inh: 85

> Cc1ccc(C(=O)N2CCN(C(=O)c3ccc(C)c(C)c3)C(C)C2)cc1C (configuration not stated)
  SKBR3 24h inh: 75

> O=C(c1cccc(C(F)(F)F)c1)N1CCCC1
  SKBR3 24h inh: 102

> COc1nc(-c2ccccc2)ccc1-c1noc(-c2ccc(F)cc2)n1
  SKBR3 24h inh: 82

> COc1ccc(OCCCC(=O)N2CCCc3ccccc32)cc1
  SKBR3 24h inh: 76

> Cc1nc(N2CCN(S(=O)(=O)c3cccc4nonc34)CC2)c2c3c(sc2n1)CCCC3
  SKBR3 24h inh: 100

> COc1cc(OC)nc(NC2OC(=O)c3ccccc32)n1 (configuration not stated)
  SKBR3 24h inh: 101

> COC(=O)C1=C(N)OC2=C(C(=O)CCC2)C1c1cccs1 (configuration not stated)
  SKBR3 24h inh: 116

> Cn1c2c(c(=O)n(C)c1=O)C(CC(=O)Nc1ccccc1)C(=O)N2 (configuration not stated)
  SKBR3 24h inh: 104

> CN1CCc2c(sc3c2C(=O)NC(c2cn(Cc4ccccc4)c4ccccc24)N3)C1 (configuration not stated)
  SKBR3 24h inh: 101

> CCc1cc2c(NC(C(=O)O)C(C)C)ncnc2s1 (configuration not stated)
  SKBR3 24h inh: 90

> CCc1ccccc1NS(=O)(=O)c1ccc2[nH]cc(C(=O)NCC3CCCO3)c(=O)c2c1 (configuration not stated)
  SKBR3 24h inh: 75

> O=C(NCCN1CCOCC1)c1cc(-c2cccs2)on1
  SKBR3 24h inh: 89

> CCC(C)Oc1ccccc1C1CC(=O)NC2=C1C(=O)CCC2 (configuration not stated)
  SKBR3 24h inh: 87

> CCOC(=O)C1CCCN(CC(=O)Nc2c(C(=O)OC)[nH]c3ccc(C)cc23)C1 (configuration not stated)
  SKBR3 24h inh: 92

> Cc1cc(Cl)cc2c1NC(=O)[C@]21[C@@H]2C(=O)N(Cc3ccccc3)C(=O)[C@@H]2[C@@H]2CCCN21
  SKBR3 24h inh: 110

> O=C(CCCCCN1C(=O)c2ccccc2C1=O)NCc1ccco1
  SKBR3 24h inh: 80

> COc1cc(C2C3=C(CC(C)(C)CC3=O)Nc3c2c(=O)[nH]c(=O)n3Cc2ccccc2)ccc1O (configuration not stated)
  SKBR3 24h inh: 96

> Cc1cccc(-c2c3c(=O)n(C)c(=O)n(C)c3c3cccnn23)c1
  SKBR3 24h inh: 85

> CCS(=O)(=O)N1CCN(CC2CC3C=CC2C3)CC1 (configuration not stated)
  SKBR3 24h inh: 86

> OC(CCCN1CCC(O)(c2ccc(Cl)cc2)CC1)c1ccc(F)cc1 (configuration not stated)
  SKBR3 24h inh: 99

> CCOC(=O)CS(=O)(=O)c1nc(-c2ccccc2)cc(C(F)(F)F)n1
  SKBR3 24h inh: u

> O=c1[nH]c(=O)n(CCOc2ccc(Cl)cc2)cc1Br
  SKBR3 24h inh: 87

Look-ups from above.
CCC(C)Oc1ccccc1C1CC(=O)NC2=C1C(=O)CCC2 (configuration not stated) in SKBR3 24h inh reads 87
COc1cc(C2C3=C(CC(C)(C)CC3=O)Nc3c2c(=O)[nH]c(=O)n3Cc2ccccc2)ccc1O (configuration not stated) in SKBR3 24h inh reads 96

Taken from the entries so far, 19 compounds:
> COc1ccc(OCCCC(=O)N2CCCc3ccccc32)cc1
  SKBR3 24h inh: 76

> Cc1nc(N2CCN(S(=O)(=O)c3cccc4nonc34)CC2)c2c3c(sc2n1)CCCC3
  SKBR3 24h inh: 100

> COc1cc(OC)nc(NC2OC(=O)c3ccccc32)n1 (configuration not stated)
  SKBR3 24h inh: 101

> COC(=O)C1=C(N)OC2=C(C(=O)CCC2)C1c1cccs1 (configuration not stated)
  SKBR3 24h inh: 116

> Cn1c2c(c(=O)n(C)c1=O)C(CC(=O)Nc1ccccc1)C(=O)N2 (configuration not stated)
  SKBR3 24h inh: 104

> CN1CCc2c(sc3c2C(=O)NC(c2cn(Cc4ccccc4)c4ccccc24)N3)C1 (configuration not stated)
  SKBR3 24h inh: 101

> CCc1cc2c(NC(C(=O)O)C(C)C)ncnc2s1 (configuration not stated)
  SKBR3 24h inh: 90

> CCc1ccccc1NS(=O)(=O)c1ccc2[nH]cc(C(=O)NCC3CCCO3)c(=O)c2c1 (configuration not stated)
  SKBR3 24h inh: 75

> O=C(NCCN1CCOCC1)c1cc(-c2cccs2)on1
  SKBR3 24h inh: 89

> CCC(C)Oc1ccccc1C1CC(=O)NC2=C1C(=O)CCC2 (configuration not stated)
  SKBR3 24h inh: 87

> CCOC(=O)C1CCCN(CC(=O)Nc2c(C(=O)OC)[nH]c3ccc(C)cc23)C1 (configuration not stated)
  SKBR3 24h inh: 92

> Cc1cc(Cl)cc2c1NC(=O)[C@]21[C@@H]2C(=O)N(Cc3ccccc3)C(=O)[C@@H]2[C@@H]2CCCN21
  SKBR3 24h inh: 110

> O=C(CCCCCN1C(=O)c2ccccc2C1=O)NCc1ccco1
  SKBR3 24h inh: 80

> COc1cc(C2C3=C(CC(C)(C)CC3=O)Nc3c2c(=O)[nH]c(=O)n3Cc2ccccc2)ccc1O (configuration not stated)
  SKBR3 24h inh: 96

> Cc1cccc(-c2c3c(=O)n(C)c(=O)n(C)c3c3cccnn23)c1
  SKBR3 24h inh: 85

> CCS(=O)(=O)N1CCN(CC2CC3C=CC2C3)CC1 (configuration not stated)
  SKBR3 24h inh: 86

> OC(CCCN1CCC(O)(c2ccc(Cl)cc2)CC1)c1ccc(F)cc1 (configuration not stated)
  SKBR3 24h inh: 99

> CCOC(=O)CS(=O)(=O)c1nc(-c2ccccc2)cc(C(F)(F)F)n1
  SKBR3 24h inh: u

> O=c1[nH]c(=O)n(CCOc2ccc(Cl)cc2)cc1Br
  SKBR3 24h inh: 87

Not all compounds are listed. The share of hits here may be higher or lower than overall.
